Compound activity deposited in PubChem by National Center for Advancing Translational Sciences (NCATS).
RXFP1 antag: antagonists of human relaxin receptor RXFP1; Q9HBX9; 0.59% of 350,000 active; activity change, negative = inhibition, % at 57.5 µM; AID 1259400; HEK293-RXFP1, relaxin-stimulated cAMP HTRF, 30 min; hits give low values;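 active means activity change of -60% or lower, but not beyond a set lower limit; inconclusive means change between -60% and -40%, or beyond the set limit; inactive means change above -40%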; further: on the % scale 0 is the no-effect control and ±100 the full control effect
Target sequence (Q9HBX9 whole entry, looked up): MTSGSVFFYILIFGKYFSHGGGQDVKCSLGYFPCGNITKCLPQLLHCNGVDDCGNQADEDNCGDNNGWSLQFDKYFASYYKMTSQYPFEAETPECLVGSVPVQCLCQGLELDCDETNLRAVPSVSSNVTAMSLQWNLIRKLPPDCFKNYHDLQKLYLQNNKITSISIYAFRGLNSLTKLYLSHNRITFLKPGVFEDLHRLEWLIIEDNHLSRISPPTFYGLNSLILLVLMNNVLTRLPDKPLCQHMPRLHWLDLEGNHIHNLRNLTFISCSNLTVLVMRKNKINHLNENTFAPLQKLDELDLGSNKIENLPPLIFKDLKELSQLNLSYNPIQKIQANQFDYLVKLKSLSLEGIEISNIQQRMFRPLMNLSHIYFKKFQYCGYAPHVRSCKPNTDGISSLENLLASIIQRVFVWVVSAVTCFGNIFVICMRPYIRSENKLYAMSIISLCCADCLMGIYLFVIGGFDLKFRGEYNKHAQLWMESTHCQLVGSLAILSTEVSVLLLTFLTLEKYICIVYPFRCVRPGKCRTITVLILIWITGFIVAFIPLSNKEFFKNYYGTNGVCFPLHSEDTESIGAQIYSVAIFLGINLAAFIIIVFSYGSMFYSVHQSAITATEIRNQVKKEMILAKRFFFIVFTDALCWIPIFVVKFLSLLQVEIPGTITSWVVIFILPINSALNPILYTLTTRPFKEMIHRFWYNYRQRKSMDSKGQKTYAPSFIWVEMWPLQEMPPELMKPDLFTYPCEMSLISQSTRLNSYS
D1 agonist: activates the human D1 dopamine receptor; P21728; HEK293 T-REx D1 cells, calcium flux, agonist mode; activation, % at 2 µM; 1% of 360,000 active; AID 504660; in the data active means activation above about 30%; further: 0% is about no effect
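Tetracycline-induced HEK293 TREx D1 cells, force-coupled to calcium signalling, were dye-loaded with a no-wash calcium kit. Compound was pin-added after a 10 s baseline. Fluorescence was read kinetically at 1 cycle/s for 180 s, with calcium rises flagged as agonism.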
D1 PAM: enhances dopamine response at the human D1 receptor; AID 504651; P21728; potentiation, % at 10 µM; 0.036% of 360,000 active; HEK293 TREx D1 cells, calcium flux, dopamine EC20 potentiation; in the data active means potentiation above about 30%; further: 0% is about no effect
TRHR ag: TRH receptor (human) agonism; P34981; TRHR cells, calcium flux fluo-8, FDSS agonist mode; activation, % at 2 µM; 0.18% of 360,000 active; in the data active means activation above about 30%; further: 0% is about no effect
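Read-out: compound-evoked intracellular calcium rise in TRHR cells, fluo-8 dye, kinetic FDSS fluorescence at 1 s/cycle following a 10-cycle baseline. Cells cultured overnight before dye loading (30 min–1.5 h, RT).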
Anesthetic bind: binds horse apoferritin like a general anesthetic | AID 485281 | P02791 | apoferritin/1-aminoanthracene competitive binding, fluorescence | 0.074% of 350,000 active | Potency, µM (highest dose often 77.5 µM), for the others: at the top dose activity change, negative = displacement, hits mostly inhibitors; further: potency means the concentration at half of the fitted maximal effect; on the % scale 0 is the no-effect control and ±100 the full control effect; nearly all actives have a fitted effect of over 20% in size
Target sequence (P02791 2-175 limits assumed): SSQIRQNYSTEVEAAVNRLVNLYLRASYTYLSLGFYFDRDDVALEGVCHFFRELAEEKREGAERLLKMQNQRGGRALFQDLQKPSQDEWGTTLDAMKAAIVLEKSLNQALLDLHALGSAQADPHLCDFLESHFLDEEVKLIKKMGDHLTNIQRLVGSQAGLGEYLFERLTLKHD
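Apoferritin-based anesthetic binding model; compound displacement of fluorescent 1-AMA measured as endpoint fluorescence after 10 minutes at room temperature, scaled to free-ligand and complex controls.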
D2 PAM: positively modulates the human D2 dopamine receptor allosterically. HEK293 T-REx D2, calcium flux, EC20 dopamine potentiation. potentiation, % at 10 µM. 0.34% of 340,000 active. AID 485347;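 active means potentiation over 3 SD above the plate norm, cut at about 30% in these data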; further: 0% is about no effect
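Potentiation of an EC20 dopamine calcium response is measured in a force-coupled, tetracycline-inducible Hek293 Trex D2 line. Compound-only kinetic reads over 180 s flag agonists before dopamine addition.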
TRHR PAM: allosteric enhancers of human TRH receptor. TRHR cells, fluo-8 calcium fluorescence, EC20 TRH enhancement. enhancement, % at 2 µM. 0.66% of 360,000 active. AID 493056; in the data active means enhancement above about 30%; further: 0% is about no effect
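Enhancer read-out: after compound pinning and an initial kinetic agonist-mode read, an EC20 of TRH (10 nM final) was injected and fluo-8 calcium signal (Ex 480/Em 530) followed at 1 s/cycle for 100 cycles in TRHR-expressing cells.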
RXFP1 agonist: RXFP1 (human) receptor agonism | Q9HBX9 | HEK293T-RXFP1 cAMP TR-FRET, 30 min; response scale: percent of porcine relaxin response, buffer zero | Potency, µM (highest dose often 57.5 µM), inactives show at the top dose activation, actives largely listed as activators | 0.3% of 370,000 active | AID 2676; further: potency means the concentration at half of the fitted maximal effect; on the % scale 0 is the no-effect control and ±100 the full control effect; nearly all actives have a fitted effect of over 60% in size; many of its hits are not listed in these tables
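HEK293 cells stably expressing RXFP1, treated 30 min at 37C with compounds plus PDE4 inhibitor Ro 20174; cAMP measured by HTRF TR-FRET. Normalized to buffer and 29 nM porcine relaxin; EC50 by Hill fit.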
D1 antagonist: blocks dopamine activation of the human D1 receptor; HEK293 TREx D1 cells, calcium flux, dopamine EC80; hits give low values; activity change, negative = inhibition, % at 10 µM; 3.2% of 360,000 active; P21728; in the data active means activity change below about -30%; further: on the % scale 0 is the no-effect control and ±100 the full control effect
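Kinetic fluorescence of a calcium dye serves as the read-out. D1-expressing Hek293 Trex cells, induced overnight at 30 C, are exposed to compound for 180 s before an EC80 dopamine addition, then read 180 s further.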
* hit, by the source's call; ? = inconclusive; . = no result given; [ ] = another dose, or the depositor's remark. Unless noted, the call rests on the fitted dose curve; in most records, active means well fitted curve in the direction sought with a large enough effect; inconclusive means small, poorly fitted or top-dose-only effect, or another doubt; inactive means no such curve, though single readings can be large; an effect the other way counts as inactive or inconclusive.

# | mol | RXFP1 antag | D1 agonist | D1 PAM | TRHR ag | Anesthetic bind | D2 PAM | TRHR PAM | RXFP1 agonist | D1 antagonist
1 | Cc1ccc(N2C(=O)[C@@H]3[C@H](C2=O)[C@H]2C=CC=NN2[C@@H]3C(=O)Nc2ccccc2)cc1 | -12.2 | 0.4 | 2.4 | -0.8 | -13.4% | 9.8 | 3.3 | 0.3% | 15.5
2 | COc1ccc(CCNC(=O)CS(=O)Cc2nc(-c3ccccc3Cl)oc2C)cc1OC (stereo not given) | -0.6 | -0.6 | -9.8 | -0.1 | -10.2% | 5.3 | -1.2 | 2.4% | -1.1
3 | COc1ccc(NC(=O)N2C3CCCC2CC(NC(=O)C2CC2)C3)cc1 (stereo not given) | 2.3 | 1.7 | -7.2 | -0.3 | -2.1% | 0.4 | 11.5 | 0.8% | -6.3
4 | O=C(OCC(=O)N1CCN(S(=O)(=O)c2ccc(Cl)cc2)CC1)C1CC1 | -8.4 | 2.0 | -5.8 | -0.9 | . | -1.9 | -5.0 | -1.0% | -1.3
5 | COC(=O)c1ccc(-c2nc3ccccc3[nH]2)cc1 | -5.6 | 1.9 | -6.3 | 0.4 | -13.7% | -12.0 | -9.4 | 0.3% | -6.0
6 | Cc1cc(OCCCC(=O)Nc2nnc(C3CC3)s2)ccc1Cl | -3.4 | 3.1 | 1.1 | 0.4 | . | -4.8 | -4.3 | -0.2% | 9.0
7 | CN1c2ccccc2C(=O)/C(=C\Nc2ccc(F)cc2)S1(=O)=O | 1.1 | 1.2 | 2.0 | -1.4 | 0.7% | 0.5 | 6.1 | 5.2% | 16.3
8 | CCc1cc2cc(C)cc(C)c2nc1SCC(=O)N1CCN(C(=O)c2ccco2)CC1 | -9.5 | 2.0 | 2.0 | -0.2 | -6.6% | 4.5 | 8.4 | 6.6% | -0.9
9 | COc1nc(-c2ccccc2)ccc1-c1noc(-c2ccccc2Br)n1 | -3.8 | 2.7 | -3.2 | 1.4 | -1.3% | 2.4 | -11.5 | 5.5% | 4.0
10 | O=C(O)c1ccccc1C(=O)c1ccc(Sc2ccc(Cl)cc2)c([N+](=O)[O-])c1 | -16.9 | 0.8 | 5.3 | -0.1 | 6.9% | -1.4 | -3.0 | 0.3% | -13.5
11 | CC(C)(C)NC(=O)CN(C(=O)CS(=O)CC(=O)Nc1ccc(F)cc1)c1ccccc1F (stereo not given) | -9.1 | 2.3 | -1.9 | 0.2 | -6.6% | 5.1 | -7.0 | -0.3% | 11.8
12 | CCOC(=O)c1c(C)oc2ccc(OS(C)(=O)=O)cc12 | 2.0 | 4.0 | -6.5 | -0.2 | -11.4% | 13.2 | -4.7 | -0.2% | -0.1
13 | CC(=O)N(C)c1ccc(NC(=O)N2CCOCC2)cc1 | -3.3 | 1.3 | -5.0 | 0.5 | -2.8% | 11.6 | 16.1 | 1.8% | -12.6
14 | COc1cc(CN(CC2CCCO2)C(=O)c2cccs2)cc(OC)c1OC (stereo not given) | 13.0 | 0.8 | 4.2 | 0.3 | 5.4% | 12.1 | 6.4 | 0.8% | -2.6
15 | Cc1ccc(NC(=S)Nc2ccc(OC(F)F)c(Cl)c2)cc1Cl | -4.6 | 22.9 | -11.6 | 0.4 | ? | 9.0 | -4.1 | 1.0% | -21.9
16 | CC(=O)CC(=O)Nc1ncc(C(F)(F)F)cc1Cl | 14.3 | 1.5 | 2.0 | -0.8 | -0.8% | 6.4 | 2.7 | -2.2% | 2.8
17 | c1cn(CCCNc2ncnc3nc[nH]c23)cn1 | . | 2.4 | -11.2 | 0.3 | -5.6% | -13.5 | 1.2 | 2.6% | 26.8
18 | COc1cccc(NC(=O)COc2c(F)c(F)c(C(F)(F)F)c(F)c2F)c1 | 1.8 | 3.0 | -9.0 | 1.0 | -6.7% | -0.5 | -4.5 | 2.2% | -7.5
19 | O=C(NCc1ccccn1)c1nc(Cn2cc([N+](=O)[O-])cn2)no1 | -10.6 | 3.8 | -3.2 | -0.6 | -10.5% | 5.2 | -5.3 | -0.2% | 3.5
20 | CCC1Oc2ccc(C)cc2N(CC(=O)NCCCN2CCCCC2C)C1=O (stereo not given) | 0.3 | 6.4 | -4.0 | -0.1 | -0.3% | -0.4 | 3.2 | -0.3% | 9.4

Arranged by value in D1 PAM (smallest number first): three of the compounds above
nr	Structure	D1 PAM
15	Cc1ccc(NC(=S)Nc2ccc(OC(F)F)c(Cl)c2)cc1Cl	-11.6
2	COc1ccc(CCNC(=O)CS(=O)Cc2nc(-c3ccccc3Cl)oc2C)cc1OC (stereo not given)	-9.8
18	COc1cccc(NC(=O)COc2c(F)c(F)c(C(F)(F)F)c(F)c2F)c1	-9.0

Continued.
# | mol | RXFP1 antag | D1 agonist | D1 PAM | TRHR ag | Anesthetic bind | D2 PAM | TRHR PAM | RXFP1 agonist | D1 antagonist
21 | COc1ccc(-n2nc(C(=O)NCC(=O)NCCCN3CC(C)CC(C)C3)c3ccccc3c2=O)cc1 (stereo not given) | 5.7 | -1.1 | -4.0 | 0.3 | -11.0% | . | 2.6 | 3.2% | -15.8
22 | O=C(O)C1CC(O)CN1S(=O)(=O)c1cccs1 (stereo not given) | -6.9 | 2.3 | 7.4 | -0.3 | 1.6% | 3.4 | -2.9 | 1.2% | 3.8
23 | COc1ccc(NC(=O)CC2Nc3ccccc3NC2=O)c([N+](=O)[O-])c1 (stereo not given) | -0.9 | 0.4 | -4.0 | 0.1 | -4.7% | 4.6 | 1.8 | 0.0% | 8.9
24 | COc1ccc(CCNC(=O)CS(=O)(=O)Cc2nc(-c3cccc(Cl)c3)oc2C)cc1OC | . | 1.4 | -3.4 | -0.2 | -9.9% | -4.1 | -8.4 | 5.7% | -2.5
25 | O=C(O)CSc1nnc(Cn2cnc3ccccc32)n1CCc1ccccc1 | 3.0 | 4.9 | 1.9 | -0.3 | -3.7% | 13.1 | 2.6 | 1.9% | -6.1
26 | CSc1nc2ccc3nc(NC(=O)c4cccs4)sc3c2s1 | -1.1 | 0.4 | 0.2 | 0.1 | -3.8% | -2.7 | -4.5 | 0.7% | -3.7
27 | COC(=O)Cc1c(O)ccn(Cc2ccc(F)cc2)c1=O | 5.1 | 2.8 | -0.7 | -0.2 | -6.9% | 2.4 | 6.1 | -1.4% | 3.2
28 | O=C(Cc1cccc2ccccc12)N/N=C/c1ccncc1 | 6.9 | 9.8 | -4.3 | 1.1 | -7.5% | . | 1.6 | -4.1% | -9.5
29 | COC(=O)C1CCCN1C(=O)C1CCCN1C(=O)CNC(=O)OCc1ccccc1 (stereo not given) | -1.0 | 2.9 | -11.0 | 0.0 | 0.0% | -1.8 | -3.4 | 0.2% | -9.8
30 | Nc1ccccc1Sc1ccc(C(=O)c2ccccc2C(=O)O)cc1[N+](=O)[O-] | -19.9 | 1.8 | 1.0 | 0.4 | -12.5% | 6.6 | -3.8 | 2.8% | 0.1
31 | Cc1cc(C)c(S(=O)(=O)n2c([N+](=O)[O-])cnc2C)cc1C | -0.4 | 2.2 | -3.7 | 0.0 | -8.0% | -7.3 | -4.9 | -0.7% | 4.0
32 | O=C(O)c1cccc(NC2=Nc3cccc4cccc2c34)c1 | -9.7 | 1.5 | -2.5 | 0.0 | 59.5%[activator] | -2.6 | 9.7 | -0.1% | -0.1
33 | COc1ccc(OC)c(NC(=O)c2cccc(S(=O)(=O)N3CCN(C(C)=O)CC3)c2)c1 | -11.1 | 4.0 | -6.1 | 0.0 | -12.9% | -12.4 | -6.0 | 0.7% | 0.8
34 | CN(Cc1ccccc1)C(=O)c1ccccc1NC(=O)c1ccco1 | . | 1.3 | -3.9 | 0.5 | 5.9% | -9.0 | -8.7 | 0.5% | 21.9
35 | C=CCNC(=S)N/N=C/c1ccc(C)c([N+](=O)[O-])c1 | 25.5 | -1.8 | 1.4 | 0.0 | -22.0% | -2.6 | 4.7 | 0.1% | 1.3
36 | CCOC(=O)c1nnn(-c2nonc2NC(C)=O)c1C | 13.0 | -1.7 | -3.1 | -0.3 | -9.0% | -2.0 | 3.9 | -0.1% | -11.6
37 | Cc1ccccc1NC(=S)N(Cc1ccco1)C(C)c1ccccn1 (stereo not given) | 6.3 | 0.1 | 6.0 | 0.2 | -6.9% | -12.6 | -0.2 | 1.2% | -10.8
38 | COC(=O)C1=CN(Cc2ccc(OC)cc2)C=C(C(=O)OC)C1c1ccc(O)c(OC)c1 | -0.1 | 1.7 | -5.5 | -0.8 | 209.9%[activator] | -2.8 | 1.1 | -1.1% | 11.1
39 | COc1ccc(N2CCN(C(=O)CS(=O)(=O)c3cccc4nsnc34)CC2)cc1 | . | 8.0 | -3.9 | 0.2 | 41.4%[activator] | 10.1 | -4.4 | 0.9% | -4.2
40 | Fc1ccc2nc(Nc3nc4c(s3)CCCC4)sc2c1 | -12.2 | 1.6 | -8.1 | 2.2 | 142.3%[activator] | 11.0 | 2.6 | -2.7% | 6.4
41 | COc1ccc(-c2noc(-c3ccccc3NC(=O)c3cc(OC)c(OC)c(OC)c3)n2)cc1 | 5.5 | -0.2 | -2.2 | 0.5 | -0.9% | 0.9 | -2.9 | -1.0% | 16.1
42 | COc1cc(NS(=O)(=O)c2ccc(NC(=O)Cc3ccccc3)cc2)nc(OC)n1 | -2.9 | 0.0 | -6.5 | 0.9 | -4.1% | 11.4 | 6.1 | 3.2% | -15.7
43 | CCSc1nnc(NC(=O)C2CCCCC2C(=O)O)s1 (stereo not given) | -7.7 | 1.4 | -5.3 | 0.7 | 1.5% | -5.6 | -4.6 | 0.1% | 9.5
44 | COc1ccc(N2CC(O)=C(c3nc(-c4ccc(F)cc4)cs3)C2=N)cc1 | -0.3 | 0.9 | -1.1 | -0.3 | -13.2% | -2.8 | -5.3 | 11.7% | -10.4
45 | CC1(C)C/C(=N\NC(=S)Nc2ccccc2F)c2cc(O)ccc2O1 | -8.1 | 1.4 | -4.9 | -0.5 | 3.4% | 1.2 | 8.6 | -0.6% | -4.5
46 | CN1C(=O)c2ccc(S(=O)(=O)c3ccc(C(=O)O)cc3)cc2C1=O | -6.2 | 5.5 | 0.1 | 0.0 | 1.8% | -7.7 | -0.1 | 1.8% | 6.2
47 | CCOc1ccc(NC(=S)NC(=O)c2c(Br)cnn2C)c([N+](=O)[O-])c1 | -4.7 | 2.2 | -2.5 | -0.2 | 2.0% | -15.8 | -0.8 | 1.5% | -15.1

Only part of the results is shown. The share of hits here may be higher or lower than overall.
